Source: PubChem (National Center for Advancing Translational Sciences (NCATS))
FLuc modulator: firefly luciferase modulation, counter-screen for miR-21 project. P08659. purified FLuc, Km substrates, luminescence inhibition. Potency, µM (highest dose often 57.5 µM), without a hit: at the top dose activity change, negative = inhibition, actives largely listed as inhibitors. 360,000 compounds, 6.9% hits;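 further: plate controls were vehicle for no effect and reference inhibitor for full effect; nearly all actives have a fitted effect of over 55% in size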
Target sequence (P08659 whole entry, looked up): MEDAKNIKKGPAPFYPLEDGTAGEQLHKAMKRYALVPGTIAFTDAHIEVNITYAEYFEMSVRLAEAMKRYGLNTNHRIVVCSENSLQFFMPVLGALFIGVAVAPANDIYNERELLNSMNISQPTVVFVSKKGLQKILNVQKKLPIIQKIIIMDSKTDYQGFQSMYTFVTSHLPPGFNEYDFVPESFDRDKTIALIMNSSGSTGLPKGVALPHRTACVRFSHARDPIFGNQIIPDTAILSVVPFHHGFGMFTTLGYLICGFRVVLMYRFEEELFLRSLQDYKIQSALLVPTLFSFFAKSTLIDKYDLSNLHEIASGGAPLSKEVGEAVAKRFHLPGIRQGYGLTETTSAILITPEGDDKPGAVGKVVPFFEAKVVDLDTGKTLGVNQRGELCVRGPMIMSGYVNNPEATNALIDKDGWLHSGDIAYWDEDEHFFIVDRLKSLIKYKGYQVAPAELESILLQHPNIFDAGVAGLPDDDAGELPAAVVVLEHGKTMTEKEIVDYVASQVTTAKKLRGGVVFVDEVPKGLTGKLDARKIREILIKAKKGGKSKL
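Purified P. pyralis luciferase (10nM final) with 10uM D-luciferin and 10uM ATP (Km levels) in 50mM Tris acetate pH 7.5, 10mM Mg acetate, 0.01% Tween-20, 0.05% BSA; qHTS 6-point titration, ~60 µM downward; luminescence read.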
BRCA1 expr up: increases BRCA1 expression | MCF7-BRCA1-FFLuc reporter, luminescence, 48 h; response scale: scaled: vehicle 0%, 10 µM genistein 100% | AID 624202 | 380,000 compounds, 1.1% hits | Potency, µM (highest dose often 46.1 µM), inactives show top-dose activation, usual class: activators; further: nearly all actives have a fitted effect of over 80% in size; some results filed as inactive show a strong effect at the top dose
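Compounds are tested at multiple concentrations on MCF7 BRCA1-luciferase reporter cells seeded at 2000 per well; after 48 h, a single luminescence end-point is taken and curves fitted to the normalized data.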
Numbers without * were called inactive; ? = inconclusive. The call rests on the fitted dose curve; in most records, active means well fitted curve in the direction sought with a large enough effect; inconclusive means small, poorly fitted or top-dose-only effect, or another doubt; inactive means no such curve, though single readings can be large; an effect the other way counts as inactive or inconclusive. Potency means the concentration at half of the fitted maximal effect.

| no. | smiles | FLuc modulator | BRCA1 expr up |
| --- | --- | --- | --- |
| 1 | Cc1ccc(C)c(N2CCN(C(=O)CN3C(=O)COc4ccc(S(=O)(=O)N5CCCC5)cc43)CC2)c1 | 0% | -2% |
| 2 | CCCCOC(=O)c1ccc(NC(=O)c2cc(-c3cccs3)on2)cc1 | -5% | 0% |
| 3 | O=C(CN1CCN(Cc2ccccc2F)C1=O)NCc1ccccc1 | -6% | 20% |
| 4 | Cc1cccc(OCC(=O)Nc2c(C(=O)Nc3ccc(F)cc3)oc3ccccc23)c1 | 2% | -17% |
| 5 | CCOC(=O)c1ccc(NC(=O)CN2C(=O)COc3ccc(Cl)cc32)cc1 | ? | 2% |
| 6 | O=C(Nc1cccc(-c2nc3ccccc3o2)c1)c1cccc2c(Cl)cccc12 | -1% | -15% |
| 7 | CCOC(=O)c1c(C)[nH]c(C)c1S(=O)(=O)N1CCCC(C(=O)NCc2ccccc2Cl)C1 (configuration not stated) | -8% | -3% |
| 8 | Cc1ccc(CN(C(=O)COc2ccc(Br)cc2)c2ccccn2)o1 | -20% | -1% |
| 9 | CCOC(=O)c1noc2ncnc(Nc3cc(Cl)c(OC)cc3OC)c12 | -1% | 13% |
| 10 | Cc1ccc2c(c1)-c1c(cnc3cc(-c4ccc(F)cc4)nn13)CO2 | 0% | -19% |
| 11 | CC(C)(C)C(=O)Nc1nnc2n1CCS2 | 0% | 2% |
| 12 | CCOc1ccc(CCNC(=O)Cn2c(-c3cccs3)cc3cc(F)ccc32)cc1OCC | -1% | -67% |
| 13 | COc1ccc(S(=O)(=O)N(CC(=O)NCCc2ccccc2)c2ccc(Cl)cc2)cc1 | -8% | -8% |
| 14 | COc1ccccc1NC(=O)C1CCN(S(=O)(=O)c2ccc3c(c2)oc(=O)n3C)CC1 | -6% | 5% |
| 15 | COc1ccc(-c2nc3sc(CCNC(=O)c4ccccc4C)c(C)n3n2)cc1 | 17µM* | 29% |
| 16 | CCOCCCNc1ncnc2onc(C)c12 | 0% | -3% |
| 17 | CCn1cc2nc(SCc3c(F)cccc3Cl)n(CCc3ccccc3)c(=O)c2n1 | -9% | -14% |
| 18 | CCn1ccc2c(OCC(=O)Nc3ccc(C)c(Cl)c3)cccc2c1=O | -2% | -41% |
| 19 | Cc1cccc(-c2noc(CN(C(=O)COc3ccc(C(C)C)cc3)C(C)C)n2)c1 | -1% | -21% |
| 20 | Cc1cc(N2CCC(C)CC2)nc2ccc(NC(=O)Cc3ccccc3Br)cc12 | -7% | 4% |

Screen by screen, quoted from above.
Entries 16 to 20 in FLuc modulator, in turn: 0%, -9%, -2%, -1%, -7%

Additional entries follow.
| no. | smiles | FLuc modulator | BRCA1 expr up |
| --- | --- | --- | --- |
| 21 | CCc1ccc(N(CC)C(=O)c2cn(C)c(=O)c3cc(OC)c(OC)cc23)cc1 | -5% | -3% |
| 22 | COC(=O)c1ccccc1NC(=O)c1ncoc1-c1ccco1 | -4% | -2% |
| 23 | O=C(NCCCN1CCN(c2ccccc2F)CC1)c1cc2c(Cl)nc3ccccc3c2s1 | 2% | 0% |
| 24 | CC(=O)Nc1ccc(NCc2nnc3n2CCCCC3)cc1 | 1% | 0% |
| 25 | CCCCOc1ccc(C(=O)Nc2ccc(S(=O)(=O)Nc3nc(C)cc(C)n3)cc2)cc1 | ? | -27% |
| 26 | COc1ccc(Cn2c(C(=O)O)c(CNC3CCCCCC3)c3ccc(OC)cc32)cc1 | 4% | -32% |
| 27 | Cc1cccc(NC(=O)Cn2c(=O)n(CC3CCC(C(=O)NCCc4ccccc4)CC3)c(=O)c3ccccc32)c1 (configuration not stated) | 4% | -13% |
| 28 | Cc1ccc(N2CCN(S(=O)(=O)c3ccc(Cl)c4ccccc34)CC2)c(C)c1 | -1% | 17% |
| 29 | O=C(Nc1ccc(F)cc1)c1oc2ccccc2c1NC(=O)C12CC3CC(CC(C3)C1)C2 | -1% | 29% |
| 30 | COc1ccc(CNC(=O)c2cc3c(=O)oc4ccc(C)cc4c3s2)c(OC)c1 | -2% | 0% |
| 31 | Cc1cc(C)c(NC(=O)C2CCCN(C(=O)c3cnn(-c4ccccc4)c3-n3cccc3)C2)c(C)c1 (configuration not stated) | -22% | -5% |
| 32 | COc1cccc(CNC(=O)c2ccc(CNS(=O)(=O)c3ccc(C)cc3)cc2)c1 | -9% | -3% |
| 33 | CC(=O)c1ccc(NC(=O)c2cc3c(=O)oc4ccc(C)cc4c3s2)cc1 | -5% | 0% |
| 34 | Cc1ccc(CN(C(=O)COc2cccc([N+](=O)[O-])c2)c2ccccn2)cc1 | 1% | 0% |
| 35 | CCc1ccc(NCc2cc3ccc(OC)cc3n(CC(=O)Nc3ccccc3C)c2=O)cc1 | 1% | -11% |
| 36 | O=C(CSC1=Nc2ccccc2N=C(c2ccc(F)cc2)C1)NCc1ccccc1Cl | 1% | -19% |
| 37 | Cc1ccccc1C(=O)Nc1ccc2nc(SCCOc3ccccc3)sc2c1 | 3% | 0% |
| 38 | Cc1cccc(C)c1OCC(=O)Nc1c(C(=O)c2ccccc2)oc2ccccc12 | 2% | 14% |
| 39 | Cc1cc(C)c(NC(=O)Cn2c(=O)n(CCC(=O)N3CCc4ccccc4C3)c(=O)c3ccccc32)c(C)c1 | -10% | -23% |
| 40 | Cc1cccc(-c2cc(NC(=O)COc3ccccc3F)n(-c3ccccc3)n2)c1 | 5% | 0% |

Molecules listed so far containing a thiophene ring, fused or not:
| no. | smiles | FLuc modulator | BRCA1 expr up |
| --- | --- | --- | --- |
| 2 | CCCCOC(=O)c1ccc(NC(=O)c2cc(-c3cccs3)on2)cc1 | -5% | 0% |
| 12 | CCOc1ccc(CCNC(=O)Cn2c(-c3cccs3)cc3cc(F)ccc32)cc1OCC | -1% | -67% |
| 23 | O=C(NCCCN1CCN(c2ccccc2F)CC1)c1cc2c(Cl)nc3ccccc3c2s1 | 2% | 0% |
| 30 | COc1ccc(CNC(=O)c2cc3c(=O)oc4ccc(C)cc4c3s2)c(OC)c1 | -2% | 0% |
| 33 | CC(=O)c1ccc(NC(=O)c2cc3c(=O)oc4ccc(C)cc4c3s2)cc1 | -5% | 0% |

Other records
| no. | smiles | FLuc modulator | BRCA1 expr up |
| --- | --- | --- | --- |
| 41 | CCCCCn1c(=O)[nH]c2cc(C(=O)N3CCN(c4cc(Cl)ccc4C)CC3)ccc2c1=O | 2% | 2% |
| 42 | Cc1ccc(CCNC(=O)c2ccc3c(c2)N(Cc2ccccc2F)C(=O)c2ccccc2S3=O)cc1 (configuration not stated) | -2% | 2% |
| 43 | O=C(Cn1c(=O)n(Cc2ccco2)c(=O)c2cccnc21)Nc1ccccc1F | 6% | 0% |
| 44 | CCOc1ccccc1-c1nc(C(N)=O)c2c(n1)n(-c1ccc3c(c1)OCO3)c(=O)n2C | -3% | 3% |
| 45 | COc1ccc(N(CC(=O)NCc2ccccc2Cl)S(=O)(=O)c2c(C)nn(C)c2C)cc1 | -9% | 0% |
| 46 | Cc1ccccc1OCC(=O)Nc1ccc2nc(SCCOc3ccccc3)sc2c1 | -1% | 4% |
| 47 | O=C(c1ccco1)n1nc(-c2ccccc2)nc1NCc1ccccc1Cl | 2% | -1% |
| 48 | CCC(Cc1ccccc1)NC(=O)CCS(=O)(=O)c1cc2c(cc1Cl)NC(=O)CO2 (configuration not stated) | ? | -14% |
| 49 | CCOC(=O)CNC(=O)N1CCCN(S(=O)(=O)c2ccc3c(ccn3CC)c2)CC1 | -1% | 14% |
| 50 | Cc1ccccc1-c1noc(-c2cccnc2NCc2ccco2)n1 | 5% | 0% |
| 51 | COc1ccc(S(=O)(=O)N2CCN(c3ccccc3OC)CC2)cc1-c1noc(C)n1 | -1% | 19% |
| 52 | O=C(CNC(=O)c1ccccc1Cl)OCc1cc(=O)n2ccsc2n1 | -2% | -4% |
| 53 | CCc1ccc(CNCc2c(C(=O)O)n(Cc3ccc(F)cc3Cl)c3cc(OC)ccc23)cc1 | -6% | -23% |
| 54 | CCc1nn(CCCC(=O)N2CCN(c3cccc(OC)c3)CC2)c(=O)c2cc3occc3n12 | -12% | ? |
| 55 | COc1ccc(Cl)cc1NC(=O)Cn1nc(C(F)(F)F)c2c1CCC2 | 5% | -6% |
| 56 | O=C(NCc1ccc(Cl)cc1)C1CCN(C(=O)c2cnn(-c3ccccc3)c2-n2cccc2)CC1 | -10% | -38% |
| 57 | O=C(CNC(=O)c1ccccc1F)OCc1cc(=O)n2nc(C3CCCCC3)sc2n1 | ? | 9% |
| 58 | CCOc1ccc(NC(=O)c2ncoc2-c2ccco2)cc1 | 7.6µM* | 0% |
| 59 | Cc1c(Cl)cccc1NC(=O)NCCOCCn1c(=O)oc2ccccc21 | -9% | 0% |
| 60 | COc1ccccc1C(=O)N/C(=C\c1cn(S(=O)(=O)N(C)C)c2ccccc12)C(=O)NCCCn1ccnc1 | 5% | 0% |

Nothing new here: 7 of the compounds above.
| no. | smiles | FLuc modulator | BRCA1 expr up |
| --- | --- | --- | --- |
| 54 | CCc1nn(CCCC(=O)N2CCN(c3cccc(OC)c3)CC2)c(=O)c2cc3occc3n12 | -12% | ? |
| 55 | COc1ccc(Cl)cc1NC(=O)Cn1nc(C(F)(F)F)c2c1CCC2 | 5% | -6% |
| 56 | O=C(NCc1ccc(Cl)cc1)C1CCN(C(=O)c2cnn(-c3ccccc3)c2-n2cccc2)CC1 | -10% | -38% |
| 57 | O=C(CNC(=O)c1ccccc1F)OCc1cc(=O)n2nc(C3CCCCC3)sc2n1 | ? | 9% |
| 58 | CCOc1ccc(NC(=O)c2ncoc2-c2ccco2)cc1 | 7.6µM* | 0% |
| 59 | Cc1c(Cl)cccc1NC(=O)NCCOCCn1c(=O)oc2ccccc21 | -9% | 0% |
| 60 | COc1ccccc1C(=O)N/C(=C\c1cn(S(=O)(=O)N(C)C)c2ccccc12)C(=O)NCCCn1ccnc1 | 5% | 0% |

The list goes on:
| no. | smiles | FLuc modulator | BRCA1 expr up |
| --- | --- | --- | --- |
| 61 | Cc1ccc(S(=O)(=O)c2c(Nc3cc(F)ccc3F)sc(C(=O)c3ccc(F)cc3)c2N)cc1 | -1% | -9% |
| 62 | Cc1[nH]n2c(=O)cc(-c3ccccc3Cl)nc2c1-c1ccccc1 | ? | -11% |
| 63 | Cc1cccc(NC(=O)CSc2nc3c(oc4ccccc43)c(=O)n2-c2ccc(F)cc2)c1 | 3% | -1% |
| 64 | Cc1cc2oc(C(=O)N(Cc3ccco3)Cc3ccccc3Cl)c(C)c2cc1C | -8% | -14% |
| 65 | CCn1cc2nc(SCc3ccc(F)cc3)n(Cc3ccc(Cl)cc3)c(=O)c2n1 | 2% | -7% |
| 66 | Cc1ccc(C)c(-n2c3nc(=O)[nH]c(=O)c-3cc3c(C)nn(-c4ccccc4)c32)c1 | 2% | 1% |
| 67 | COc1ccccc1CNC(=O)CCCn1c(=O)c2ccccc2n(CC(=O)Nc2ccc(C)cc2Cl)c1=O | 2% | -11% |
| 68 | CCCOc1ccc(NC(=O)CC2C(=O)N(c3ccc(C)cc3)C(=O)N2C2CCCC2)cc1 (configuration not stated) | -10% | 0% |
| 69 | CCOc1ccc(CNC(=O)c2ccc3nc(Cc4ccc(OC)cc4)oc3c2)cc1OC | -14% | -25% |
| 70 | CCc1ccc(NC(=O)C2CCCN(S(=O)(=O)c3cccc4nonc34)C2)cc1 (configuration not stated) | -4% | -7% |
| 71 | Cc1ccc(Cn2c(C(=O)O)c(CNCc3cccs3)c3ccc(C)cc32)cc1 | 3% | -31% |
| 72 | Cn1c(=O)cc(OCC(=O)NCc2ccc(F)cc2Cl)c2ccccc21 | -8% | 10% |
| 73 | COc1ccc(OC)c(NC(=O)Cn2ncc3c2-c2ccccc2OC3)c1 | -1% | -14% |
| 74 | CC(C)N(Cc1nc(-c2ccc(Cl)cc2)no1)C(=O)c1ccc(C(C)(C)C)cc1 | 2% | -6% |
| 75 | Cc1ccc(S(=O)(=O)NCCSc2nnnn2-c2ccc(Cl)c(C(=O)O)c2)cc1 | -20% | 2% |
| 76 | COCCn1c(SCC(=O)c2ccc(C)cc2C)nc2cc(C(=O)NC3CCCC3)ccc2c1=O | -1% | 9% |
| 77 | Cc1ccccc1NS(=O)(=O)c1ccc2[nH]c3c(c2c1)CCCCC3 | -5% | -29% |
| 78 | CC(=O)NCCNC(=O)CCCn1c(=O)[nH]c2ccsc2c1=O | -2% | -2% |
| 79 | CCCCc1ccc(NS(=O)(=O)c2cc3c4c(c2)CC(=O)N4CCC3)cc1 | -10% | -48% |
| 80 | CCOc1ccccc1NC(=O)Cn1nnc(C(=O)NCc2ccc(F)cc2)c1N | 1% | 0% |
| 81 | CCn1nc(C)c(CCN(C)C(=O)Nc2cccc(Cl)c2C)c1C | -6% | -1% |
| 82 | COc1ccccc1CNC(=O)C1CCCN(C(=O)c2cnn(-c3ccc(F)cc3)c2-n2cccc2)C1 (configuration not stated) | 0% | 5% |

Random excerpt: 2 entries already listed.
| no. | smiles | FLuc modulator | BRCA1 expr up |
| --- | --- | --- | --- |
| 67 | COc1ccccc1CNC(=O)CCCn1c(=O)c2ccccc2n(CC(=O)Nc2ccc(C)cc2Cl)c1=O | 2% | -11% |
| 37 | Cc1ccccc1C(=O)Nc1ccc2nc(SCCOc3ccccc3)sc2c1 | 3% | 0% |

The list is partial; count on the stated rates, not on these rows.
